Assay outcomes as filed in PubChem.
ERp5 inh: inhibitors of ERp5-driven insulin aggregation, primary screen, biochemical, turbidity, absorbance 650 nm, single point | inhibition, % at 9.99 µM | 90 min | AID 651711, 2012 | actives 0.05% (n = 350,000) | Protein disulfide-isomerase A6 (Homo sapiens), Q15084;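 active = mean replicate inhibition above about 25%, with every replicate also reaching it, limit read from the data, passing the limit was not always enough; inconclusive = only one of those two criteria met; inactive = neither criterion met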
Target sequence (Q15084 whole entry, looked up): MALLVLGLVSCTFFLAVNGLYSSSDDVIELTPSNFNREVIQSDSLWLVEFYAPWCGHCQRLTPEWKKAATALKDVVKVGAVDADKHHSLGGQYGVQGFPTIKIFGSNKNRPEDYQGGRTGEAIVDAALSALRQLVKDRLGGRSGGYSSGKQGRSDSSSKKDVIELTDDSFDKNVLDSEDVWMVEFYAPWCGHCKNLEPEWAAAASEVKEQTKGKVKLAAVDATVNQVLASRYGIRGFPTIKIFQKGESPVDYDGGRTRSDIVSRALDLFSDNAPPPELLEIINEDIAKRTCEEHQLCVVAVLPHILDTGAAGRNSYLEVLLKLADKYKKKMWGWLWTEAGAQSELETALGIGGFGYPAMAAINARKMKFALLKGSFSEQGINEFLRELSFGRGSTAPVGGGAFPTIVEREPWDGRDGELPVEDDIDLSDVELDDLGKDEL
E-selectin induc: E-selectin induction in HUVECs, primary screen, imaging, HUVEC, immunofluorescence imaging, single point. P16581. normalized: neutral wells 0, TNF-alpha wells 100. activation, % at 7.58 µM. actives 0.37% (n = 260,000);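 active = mean E-selectin-positive cell signal at least 10% of the positive control, reached in at least 60% of replicates, without over 20% cell loss; inconclusive = no rule given, readout overlaps actives, possibly toxicity-flagged; inactive = the rest, including those meeting only one limit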;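 also: in these data hits start at about 27%; measured in HUVEC primary endothelial cells; signal is the percent of cells scored E-selectin positive by PE staining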
Target sequence (P16581 whole entry, looked up): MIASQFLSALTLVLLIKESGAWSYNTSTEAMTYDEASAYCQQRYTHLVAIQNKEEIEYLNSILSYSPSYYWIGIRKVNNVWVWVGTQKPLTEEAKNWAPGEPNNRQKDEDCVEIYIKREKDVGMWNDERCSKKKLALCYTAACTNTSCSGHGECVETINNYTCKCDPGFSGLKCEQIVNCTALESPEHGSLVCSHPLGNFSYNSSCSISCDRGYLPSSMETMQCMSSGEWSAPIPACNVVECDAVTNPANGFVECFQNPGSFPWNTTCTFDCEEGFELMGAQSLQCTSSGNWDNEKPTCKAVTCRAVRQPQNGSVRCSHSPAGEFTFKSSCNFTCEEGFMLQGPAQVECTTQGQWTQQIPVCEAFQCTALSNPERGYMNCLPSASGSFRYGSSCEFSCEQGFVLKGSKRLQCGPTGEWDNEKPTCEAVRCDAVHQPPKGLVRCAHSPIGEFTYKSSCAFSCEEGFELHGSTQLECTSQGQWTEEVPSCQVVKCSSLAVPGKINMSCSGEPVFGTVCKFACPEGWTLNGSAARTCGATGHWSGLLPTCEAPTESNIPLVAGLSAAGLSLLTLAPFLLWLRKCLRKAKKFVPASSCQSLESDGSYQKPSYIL
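Test system: HUVEC; input: 3,000 HUVEC/well; measured by: immunofluorescence imaging; read-out: % PE-positive cells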
ERAP1 inh: human ERAP1 aminopeptidase inhibitors, primary screen, biochemical, single point, plate reader | inhibition, % at 10.7 µM | actives 0.15% (n = 340,000) | Endoplasmic reticulum aminopeptidase 1 (Homo sapiens), Q9NZ08 | recombinant ERAP1, Leu-AMC fluorescence, 60 min | AID 652197, 2013;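 active = mean replicate inhibition of at least 30%, or all replicates individually reaching that 30% level; inactive = mean below 30% and not every replicate reaching it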;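 also: 0% = neutral control wells and 100% = L-leucinethiol positive control wells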
RAD52 anneal inh: RAD52 DNA annealing inhibitors, primary screen, biochemical, FRET, single point, set 2; DNA repair protein RAD52 homolog (Homo sapiens), P43351; recombinant RAD52 DNA annealing, FRET fluorescence; inhibition, % at 18.7 µM; actives 0.46% (n = 360,000); AID 651710, 2012;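 active = every replicate showing at least 50% inhibition; inconclusive = mean inhibition at least 50% but not in every replicate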
esBAF inh: Bmi1 luciferase reporter increase in mESCs, primary screen, esBAF inhibitor project, mouse ES cells, Bmi1 luciferase knock-in, single point; 24 h; 100% = twice the neutral-well signal; reporter increase, % at 12.5 µM; actives 2% (n = 350,000); AID 602393, 2012; in the data active = activation above about 40%; inconclusive = no clear call, values can overlap the other calls;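 also: 0% = median of the plate's neutral control wells and 100% = double that signal; a rise in the Bmi1 reporter signal indicates esBAF inhibition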
XiGFP reactiv: activators of inactive X chromosome reactivation, primary screen, imaging, XiGFP fibroblasts, GFP high-content imaging, set 2; XiGFP mouse fibroblasts, % GFP-positive cells imaging, 3 d; cells co-treated with 5-aza-dC sensitizer; scaled so ellipticine positive control = 100%; activation, % at 7.58 µM; actives 0.055% (n = 360,000);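 active = mean normalized replicate activation at least 10% and every replicate at or above 10%; inconclusive = only one of the two criteria met; inactive = mean below 10% and not all replicates reach 10%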;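 also: 0% = median of on-plate neutral control wells and 100% = ellipticine 6 µM median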
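Material: SV40-immortalized XiGFP fibroblast cells, line 68-5-11 | Buffer or medium: DMEM containing 5-aza-dC | Dosing: One concentration, pinned | Times: 3 d treatment, 15 min room-temperature fixation | Controls: Ellipticine 6 µM positive control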
S100A4 MyoIIA: inhibitors of S100A4-myosin IIA peptide binding, primary screen, biochemical, fluorescence polarization, TAMRA-MyoIIA peptide | inhibition, % at 10.7 µM | AID 652163, 2013 | actives 0.14% (n = 360,000) | Protein S100-A4 (Homo sapiens), P26447;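 active = mean inhibition of at least 70% across replicates, with every replicate also reaching that level; inconclusive = mean inhibition reaches 70% but some replicates fall short; inactive = mean inhibition below 70%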
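Assay system: human S100A4 monomer with TAMRA-labelled myosin IIA peptide / Buffer or medium: Calcium-containing HEPES buffer, pH 7.2 / Reagent: TAMRA-labelled myosin IIA heavy-chain peptide probe, 5 nM / Compound: one dose per compound / Timing: polarization read 5 min after assay mix addition, stable 5–60 min / Benchmarks: neutral control DMSO, positive control TFP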
RAD54 inh: inhibitors of human RAD54 branch migration, primary screen, biochemical, fluorescence, single point. DNA repair and recombination protein RAD54-like (Homo sapiens), Q92698. RAD54 Holliday junction branch migration, FAM/BHQ fluorescence. inhibition, % at 10.4 µM. actives 0.14% (n = 360,000);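 active = mean normalized replicate activity at least 40 and at least half of replicates scoring 40 or more; inconclusive = only one of the two criteria met; inactive = mean below 40 and under half of replicates reaching 40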;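 also: 0% = median of neutral control wells and 100% = median of positive control wells; inhibitors cause a drop in the FAM fluorescence signal; in these data hits start at about 50%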
The depositor's hits bear a star; ? = inconclusive; . = no result given; & = joins results of further samples.

1. CSc1ccc(Cl)c(C(=O)NNC(=O)c2cccs2)c1
2. COc1cccc(NC(=O)N(C)C[C@@H]2Oc3ncc(/C=C/c4ccccc4)cc3C(=O)N([C@@H](C)CO)C[C@@H]2C)c1
3. CCCNC(=O)N1[C@@H](C#N)[C@@H](c2ccc(C3=CCCCC3)cc2)[C@@H]1CO
4. COc1ccc(S(=O)(=O)Nc2ccc3c(c2)C(=O)N([C@H](C)CO)C[C@H](C)[C@@H](CN(C)S(=O)(=O)c2ccc(OC)cc2)O3)cc1
5. COCCN(C(=O)c1snc(C(N)=O)c1N)C(C(=O)NC1CCCC1)c1cc(OC)c(OC)c(OC)c1 (configuration not stated)
6. C=CCN1C=C2C(=O)C(C)(OC(=O)c3cccs3)C(=O)C=C2C=C1CCCC(=O)OC (configuration not stated)
compound no.	1	2	3	4	5	6
ERp5 inh	2	-1	2	4	0	-3
E-selectin induc	-0.2	0.0	-0.2	0.8&0.0	.	-0.2
ERAP1 inh	-2	-2	0	-2	17	0
RAD52 anneal inh	-12	-1	-22	0	-5	-21
esBAF inh	.	11	-2	-7	-3	1
XiGFP reactiv	0.0	0.5	0.6	0.2&0.0	0.0	0.0
S100A4 MyoIIA	4	-21	19	35	7	3
RAD54 inh	7	-1	-19	-5	0	-11

7. CN(CCC1CCOCC1)C(=O)CC1C(=O)NCCN1Cc1cccc(F)c1 (configuration not stated)
8. O=C(NCC1CCCN1S(=O)(=O)c1cccs1)c1ccc(F)cc1 (configuration not stated)
9. O=C(N[C@H]1CC[C@@H](CCNC(=O)C2CCCC2)O[C@@H]1CO)c1ccccn1
10. C[C@@H]1CN([C@H](C)CO)C(=O)c2cccc(NC(=O)c3nc4ccccc4s3)c2O[C@@H]1CN(C)Cc1ccc(-c2ccccc2)cc1
11. O=C(C[C@H]1CC[C@@H](NC(=O)Nc2ccc(C(F)(F)F)cc2)[C@H](CO)O1)NCc1cc(F)cc(F)c1
12. CCOC(=O)C1=C(COC(=O)/C=C/c2ccc(OC)c(OC)c2)NC(=O)NC1C (configuration not stated)
compound no.	7	8	9	10	11	12
ERp5 inh	5	3	0	5	2	-1
E-selectin induc	.	-0.1	-0.1	-0.3	0.7	.
ERAP1 inh	2	13	2	0	5	8
RAD52 anneal inh	-47	-27	-6	-23	1	-14
esBAF inh	6	3	-4	10	2	-3
XiGFP reactiv	0.2	-0.1	0.4	0.3	0.2	-0.1
S100A4 MyoIIA	1	-8	6	-6	13	-17
RAD54 inh	-13	0	7	-7	3	0

13. CN(C)C(=O)C[C@H]1C[C@@H]2c3cc(NC(=O)c4ccc5c(c4)OCO5)ccc3O[C@@H]2[C@H](CO)O1
14. C=CCOc1ccc(/C=C/C(=O)Nc2ccc(C(=O)NC)cc2)cc1
15. CCCCN1CC(C)(C)Oc2cccc(F)c2S1(=O)=O
16. O=C(N[C@@H]1CC[C@H](CC(=O)N2CCc3ccccc3C2)O[C@@H]1CO)C1CCC1
17. Cc1cc(C(=O)Nc2c(C)nn(Cc3ccccc3)c2C)on1
18. CS(=O)(=O)N(CC(=O)N1CCN(Cc2ccccc2)CC1)c1cccc(F)c1
compound no.	13	14	15	16	17	18
ERp5 inh	0	0	1	0	?	1
E-selectin induc	-0.7	-6.8	-0.1	3.2	0.0	.
ERAP1 inh	2	0	-1	1	-3	-6
RAD52 anneal inh	-4	-12	-15	2	-6	-15
esBAF inh	-2	-8	2	-5	-3	12
XiGFP reactiv	0.3	0.2	-0.1	0.1	-0.1	0.0
S100A4 MyoIIA	-27	4	-4	0	-5	-3
RAD54 inh	5	-1	-6	1	-2	-3

19. Cn1c(-c2ccccc2)cnc1NCc1cc2c(cc1[N+](=O)[O-])OCO2
20. Clc1cccc(Cc2nn[nH]n2)c1
21. COc1ccc(C2c3[nH]c4ccccc4c3C[C@H]3C(=O)N(CC(C)C)CC(=O)N23)c(OC)c1 (some centres not stated)
22. CCCNC(=O)N1C[C@H](O)COC[C@@H]2O[C@@H](CC(=O)N3CCN(C)CC3)CC[C@H]21
23. CC(C)C#Cc1cnc2c(c1)C(=O)N([C@@H](C)CO)C[C@H](C)[C@H](CN(C)C(=O)c1cccnc1)O2
24. Nc1nc(Nc2ccccc2Br)nc(C(F)(F)F)n1
compound no.	19	20	21	22	23	24
ERp5 inh	3	5	2	2	-5	3
E-selectin induc	.	0.1	61*	-0.1	0.1	3.9
ERAP1 inh	2	-3	0	-2	-3	-3
RAD52 anneal inh	-4	-14	-6	1	-20	1
esBAF inh	.	3	-2	-1	-3	20
XiGFP reactiv	0.0	0.2	0.2	0.3	-1.0	0.4
S100A4 MyoIIA	6	-2	-4	8	-20	-5
RAD54 inh	10	2	-35	3	-11	2

3 of these compounds in another layout:
no.	mol	ERp5 inh	E-selectin induc	ERAP1 inh	RAD52 anneal inh	esBAF inh	XiGFP reactiv	S100A4 MyoIIA	RAD54 inh
19	Cn1c(-c2ccccc2)cnc1NCc1cc2c(cc1[N+](=O)[O-])OCO2	3	.	2	-4	.	0.0	6	10
20	Clc1cccc(Cc2nn[nH]n2)c1	5	0.1	-3	-14	3	0.2	-2	2
21	COc1ccc(C2c3[nH]c4ccccc4c3C[C@H]3C(=O)N(CC(C)C)CC(=O)N23)c(OC)c1 (some centres not stated)	2	61*	0	-6	-2	0.2	-4	-35

Going on with the list.
25. CCOc1ccc(OCc2cccc(C(=O)N(CC)CC)c2)cc1
26. O=C(C[C@H]1C[C@@H]2c3cc(NC(=O)c4cccnc4)ccc3O[C@@H]2[C@@H](CO)O1)NCc1ccccc1F
27. COCC(=O)N1[C@H](CO)[C@H](c2ccccc2-c2ccccc2F)[C@@H]1C#N
28. CCCCOC(=O)CSC1=C(C#N)C(c2ccccc2OCC)C(C#N)C(=O)N1 (configuration not stated)
29. Cn1c(=O)[nH]c(=O)c2c1nc1n2CC(O)CN1c1ccccc1 (configuration not stated)
30. Cc1nc(NC(=O)c2cnccn2)ccc1Br
compound no.	25	26	27	28	29	30
ERp5 inh	1	6	-1	2	0	1
E-selectin induc	.	-0.1	0.1	.	.	0.8
ERAP1 inh	-3	1	3	4	-1	2
RAD52 anneal inh	-4	-18	9	-122	-17	-8
esBAF inh	.	-5	.	-9	0	6
XiGFP reactiv	0.0	0.0	0.0	.	0.0	-0.1
S100A4 MyoIIA	-8	-13	9	0	-8	-18
RAD54 inh	.	4	.	-16	7	-4

31. O=C(C[C@@H]1C[C@H]2c3cc(NC(=O)Nc4ccccc4)ccc3O[C@H]2[C@@H](CO)O1)NC1CCCC1
32. CCCNC(=O)C(Cc1ccc(C(F)(F)F)cc1)NC(=O)c1ccc2ccccc2n1 (configuration not stated)
33. C[C@H](NC(=O)C[C@H]1CC[C@H]2[C@@H](COC[C@H](O)CN2C(=O)Nc2cccc(F)c2)O1)c1ccccc1
34. Cc1nn(C(C)C(=O)N2CCOCC2)c(=O)c2nn(-c3ccccc3)c(C)c12 (configuration not stated)
35. CCN(c1ccc(NC(=O)COC(=O)/C=C/c2cccs2)cc1)C(C)C
36. CC(=O)c1ccc(OCC(=O)N(C)C2CCS(=O)(=O)C2)cc1 (configuration not stated)
compound no.	31	32	33	34	35	36
ERp5 inh	5	0	3	.	1	-5
E-selectin induc	-0.1	0.0	0.3	-0.1	.	-0.1
ERAP1 inh	2	.	1	-4	-11	9
RAD52 anneal inh	10	-5	4	-5	-4	-6
esBAF inh	-3	-3	19	0	-3	3
XiGFP reactiv	0.0	0.3	-0.1	0.1	0.0	-0.2
S100A4 MyoIIA	-9	0	6	-2	-1	-2
RAD54 inh	7	-3	3	2	.	13

37. COc1cccc(C(=O)Nc2ccc3c(c2)OCO3)c1OC
38. C[C@H](CO)N1C[C@H](C)[C@H](CN(C)S(=O)(=O)c2ccccc2)Oc2c(NC(=O)Nc3ccc(F)cc3)cccc2C1=O
39. Cc1sc2nc(SCCN(C)C)n(-c3ccccc3)c(=O)c2c1-c1ccc(F)cc1
40. COc1cc(OC)nc(C(NC(=O)C2CCN(Cc3ccc(Oc4ccccc4)cc3)CC2)c2ccccc2C)n1 (configuration not stated)
41. Cc1cccc(N(CC(=O)N2CCCC2)S(C)(=O)=O)c1
42. CO[C@H]1CC[C@@H]2CCN(C)C(=O)[C@H](C)N(C)C(=O)c3cccc(C#N)c3OC[C@H]1O2
compound no.	37	38	39	40	41	42
ERp5 inh	3	-3	-1	0	2	.
E-selectin induc	.	0.1	0.0	0.7	.	0.0
ERAP1 inh	0	0	1	5	-2	.
RAD52 anneal inh	-4	7	7	15	-6	.
esBAF inh	.	-3	4	-11	5	-6
XiGFP reactiv	0.0	-0.5	-0.1	0.0	0.0	0.0
S100A4 MyoIIA	-4	11	-2	6	-11	.
RAD54 inh	4	5	11	-7	1	2

43. Cc1ccc(Cl)cc1NC(=O)c1ccc(NC(=O)CCC(=O)O)cc1
44. C[C@@H]1CN([C@@H](C)CO)C(=O)c2cc(NS(=O)(=O)c3cn(C)cn3)ccc2O[C@@H]1CN(C)S(=O)(=O)c1ccccc1
45. O=C(C1CC1)N1CCCC(c2ccc(Cl)cc2)=N1
46. CCOC(=O)CC1=NN(c2ccccc2)C(=O)/C1=C\c1ccc(N(C)C)cc1
47. COc1ccc(CCC(=O)Nc2ccc(S(=O)(=O)N3CCOCC3)cc2)cc1OC
48. O=C(Nc1cccc(NC(=O)c2cccs2)c1)c1cccnc1
49. C[C@@H]1CN([C@H](C)CO)C(=O)c2cc(C3=CCCCC3)cnc2O[C@H]1CN(C)C(=O)c1ccc(F)cc1
50. Cc1ccc(NC(=O)CN2C(=O)NC3(CCCCCCC3)C2=O)cc1C
compound no.	43	44	45	46	47	48	49	50
ERp5 inh	10	2	-4	-3	7	-5	8	2
E-selectin induc	-2.4	0.1	.	0.8	0.1	.	0.7	1.0
ERAP1 inh	0	3	0	-1	1	-2	2	2
RAD52 anneal inh	0	-1	-12	-1	-5	-8	17	-4
esBAF inh	3	4	12	-5	-2	.	11	-6
XiGFP reactiv	0.7	-1.2	0.0	-0.1	0.0	0.3	0.8	-1.0
S100A4 MyoIIA	-1	6	-1	3	-7	12	4	5
RAD54 inh	-1	1	-2	.	2	2	-3	-13
